Bioassay records deposited in PubChem BioAssay by several laboratories.
TNAP inh no acc – TNAP (human) inhibition, acceptor-free conditions; P05186; purified TNAP, CDP-star luminescence, 30 min; inhibition, % at 20 µM; 0.26% of 200,000 active;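 active means tissue-nonspecific alkaline phosphatase inhibition above about 50% at 20 µM in the single-dose screen, limit read from the data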;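 further: 0% = DMSO negative control and 100% = EDTA positive control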
Target sequence (P05186 whole entry, looked up): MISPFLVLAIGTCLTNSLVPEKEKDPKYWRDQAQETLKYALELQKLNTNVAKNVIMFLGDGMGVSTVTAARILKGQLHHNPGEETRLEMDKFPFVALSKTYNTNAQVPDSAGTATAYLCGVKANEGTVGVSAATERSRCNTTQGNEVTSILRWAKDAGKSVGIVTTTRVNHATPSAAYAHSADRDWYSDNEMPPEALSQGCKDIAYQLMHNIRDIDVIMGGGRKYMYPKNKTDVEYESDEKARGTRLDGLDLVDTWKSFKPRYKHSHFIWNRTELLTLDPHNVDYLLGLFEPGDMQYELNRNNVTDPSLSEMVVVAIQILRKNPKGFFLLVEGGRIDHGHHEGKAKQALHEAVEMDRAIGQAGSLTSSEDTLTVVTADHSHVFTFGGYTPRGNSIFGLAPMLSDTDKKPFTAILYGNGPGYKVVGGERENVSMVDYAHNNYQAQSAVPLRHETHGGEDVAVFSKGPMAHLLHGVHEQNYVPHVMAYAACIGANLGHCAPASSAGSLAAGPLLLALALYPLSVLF
bIAP inhibitor – blocks bovine intestinal alkaline phosphatase activity; inhibition, % at 20 µM; purified bovine IAP, CDP-star luminescence, 30 min; AID 1019; 190,000 tested, under 10 active;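 active means over 50% inhibition of intestinal alkaline phosphatase at 20 µM in the single-dose screen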
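Incubation: 30 min reaction at room temperature / Material: purified bovine intestinal alkaline phosphatase (IAP) enzyme / Input: enzyme at 1/65,000,000 dilution / Dosing: 20 µM single dose / Signal: CDP-star luminescence signal / Reagent: CDP-star chemiluminescent phosphatase substrate, 30 µM final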
Diaphorase inh – diaphorase inhibition or chemical oxidation counter-screen; inhibition, % at 20 µM; diaphorase resazurin-to-resorufin fluorescence, NADH, 16 min; bacterial (C. kluyveri) enzyme, not human; 0.69% of 190,000 active;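 active means primary screen inhibition at 20 µM above a set limit, cut at about 50% in these data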;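 further: plate controls were DMSO with full reaction for no effect and wells lacking NADH for full effect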
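Assay system: diaphorase enzyme from Clostridium kluyveri. Quantity: enzyme working solution with 0.14 U/mL diaphorase. Schedule: reaction incubation of 16 min at room temperature. Technique: resorufin fluorescence, excitation 544 nm, emission 590 nm. Controls: No-NADH positive control and DMSO neutral control.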
Diaphorase act – counter-screen for diaphorase-based assays: diaphorase activators and chemical reducers | Diaphorase/resazurin coupled assay, resorufin fluorescence, 16 min; active compounds read high; 1 = vehicle wells, 0 = NADH-free wells | activation factor at 20 µM | 0.005% of 190,000 active;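 active means diaphorase activity raised at least twofold by the compound at 20 µM; inactive means activation factor below 2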
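Measured by – red resorufin fluorescence at 544/590 nm excitation/emission · Test system – Clostridium kluyveri diaphorase, purified enzyme · Incubation – reaction time 16 min, room temperature · Buffer or medium – 50 mM HEPES pH 7.4 with 4.542 mM MgCl2, 0.005% Tween 20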
bIAP act – intestinal alkaline phosphatase (bovine) activation. purified bovine IAP, CDP-star luminescence, 30 min; active compounds read high; fold of DMSO-control signal, blank-subtracted. 0.17% of 200,000 active. AID 1016. activation factor at 20 µM;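 active means activation factor of 2 or more at 20 µM, a signal rise over negative controls twice the positive control's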
TNAP act hi DEA – TNAP (human) activation, high acceptor; activation factor at 20 µM; purified TNAP, CDP-star luminescence, 1 M DEA, 30 min; active compounds read high; 0 = EDTA background, 1 = DMSO-only activity; AID 1136; 200,000 tested, under 10 active;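 active means activation factor at least 2 at 20 µM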
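system = human TNAP | amount = enzyme diluted 1/800 final | reagent = 100 µM CDP-star substrate | signal = luminescent substrate turnover signal | dosing = one dose, 20 µM | benchmarks = EDTA negative control, DMSO positive control | measure = activation factor | timing = 30 min reaction, room temperature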
PMI act satM6P – activators of human phosphomannose isomerase at near-saturating mannose 6-phosphate. P34949. coupled PMI enzyme assay, resazurin fluorescence, 20 min; active compounds read high; 1 = untreated enzyme, 0 = substrate-free blank. activation factor at 20 µM. 0.34% of 190,000 active;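 active means activation factor of 2 or more at 20 µM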
Target sequence (P34949 whole entry, looked up): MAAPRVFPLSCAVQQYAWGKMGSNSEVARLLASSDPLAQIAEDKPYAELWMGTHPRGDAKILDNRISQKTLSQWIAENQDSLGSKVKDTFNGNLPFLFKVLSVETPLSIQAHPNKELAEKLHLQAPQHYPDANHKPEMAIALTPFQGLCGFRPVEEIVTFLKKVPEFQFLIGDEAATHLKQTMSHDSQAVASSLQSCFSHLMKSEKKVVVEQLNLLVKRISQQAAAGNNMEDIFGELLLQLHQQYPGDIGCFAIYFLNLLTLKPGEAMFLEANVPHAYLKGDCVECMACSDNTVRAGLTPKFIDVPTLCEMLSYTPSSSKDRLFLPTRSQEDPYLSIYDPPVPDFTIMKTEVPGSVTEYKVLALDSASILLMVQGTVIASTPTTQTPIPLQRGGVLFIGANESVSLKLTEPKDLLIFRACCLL
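Test system: Human PMI in coupled enzyme assay | Input: 15 ng/mL PMI | Medium: HEPES-buffered pH 7.4 with magnesium and detergent | Compound: One concentration, 20 µM, in 1% DMSO | Incubation: Enzyme reaction with compound 20 min at room temperature | Detection: Diaphorase-driven resazurin-to-resorufin fluorescence, excitation 544, emission 590 nm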
TNAP inh hiacc – TNAP (human) inhibition, high acceptor. 0.03% of 200,000 active. P05186. purified TNAP, CDP-star luminescence, 1 M DEA. inhibition, % at 20 µM;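 active means over 50% inhibition of tissue-nonspecific alkaline phosphatase at 20 µM in the single-dose screen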;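 further: plate controls were DMSO wells for no effect and EDTA-quenched wells as full inhibition for full effect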
PMI activator – increases human mannose-6-phosphate isomerase activity. 0.005% of 190,000 active. AID 1214. purified human PMI, coupled resazurin fluorescence, 20 min; active compounds read high; 1 = vehicle control, 0 substrate-free wells. activation factor at 20 µM. P34949;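 active means activation factor of 2 or more at 20 µM, relative to plate controls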
Lmaj promast – Leishmania major promastigote growth inhibition | Leishmania major promastigotes, resazurin fluorescence viability | inhibition, % at 10 µM | 9% of 200,000 active | AID 1063; in the data active means inhibition above about 50%;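 further: promastigotes grown with compound for 44 hours at 28 °C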
The depositor's hits bear a star.

SMILES	TNAP inh no acc	bIAP inhibitor	Diaphorase inh	Diaphorase act	bIAP act	TNAP act hi DEA	PMI act satM6P	TNAP inh hiacc	PMI activator	Lmaj promast
Cc1ccc(S(=O)(=O)N(C)Cc2ccc(C(=O)NN=C3C4CC5CC(C4)CC3C5)cc2)cc1	-18	16	13	0.9	0.8	0.9	0.9	5	0.8	-6
CC(=C1C2C=CC1C1C(=O)NC(=O)C21)c1ccccc1 (stereo unspecified)	-12	24	11	0.9	0.8	1.1	1	-6	0.9	-4
CC(=O)Nc1ccc(Sc2ncccc2C(=O)Nc2cc(Cl)cc(Cl)c2)cn1	-2	7	11	0.9	0.9	1	1.1	5	1.1	-8
CN(CC(=O)NC1CCCCCCC1)S(=O)(=O)c1cnc[nH]1	6	2	6	0.9	1	0.9	1.1	6	1	-1
CCC12CN3CCN(CC(C3)/C1=N\NC(=O)c1ccc(C(C)(C)C)cc1)C2	-24	18	16	0.8	0.8	1	1	-2	1.1	30
Cc1cc(C)n(-c2nc3ccccc3n3c(C)nnc23)n1	-8	1	3	1	1	1	1.1	5	1	7
O=C(N=Nc1c(O)[nH]c2ccccc12)c1cccc(S(=O)(=O)Nc2ccccc2Cl)c1	5	-23	9	0.9	1.2	1	0.9	3	1	4
COc1ccc(-c2nn(-c3ccccc3)cc2C(=O)NCCCn2ccnc2)cc1	-19	-125	4	1	2.3*	1.1	1	-6	1	1
Cc1[nH]c2ccccc2c1C(=O)C(=O)N1CC=C(c2ccccc2)CC1	-20	-7	19	0.8	1.1	1.1	0.8	-6	0.9	0
CCCCCCCCc1c(O)nc(-n2[nH]c(C)c(CCO)c2=O)[nH]c1=O	-142	-21	-6	1.1	1.2	1	0.9	2	1.1	-4
O=C(O)CCC(=O)N1CCN(c2ccc(C(=O)c3ccc(F)cc3)cc2)CC1	-7	3	8	0.9	1	1	1	-1	1	-3
Cc1nnc(C)n1/N=C/c1ccc(C(C)C)cc1	-6	8	12	0.9	0.9	1	0.9	0	0.9	-2
CCOc1cccc(C(=O)Nc2ccccc2N2CCN(C(=O)C(C)C)CC2)c1	0	-8	8	0.9	1.1	1	0.9	-2	1.1	41
COc1cc(C(=O)Nc2ccc3c(c2)C(=O)N(CCC(=O)O)C3=O)cc(OC)c1OC	-8	0	-6	1.1	1	1	1	1	1	-4
COc1cccc(C2C3=C(N=c4s/c(=C\c5ccc(O)cc5)c(=O)n42)c2ccccc2CC3)c1OC (stereo unspecified)	-3	42	31	0.7	0.6	0.9	0.8	12	0.8	32
COc1cccc(CNC(=O)C2CCCN(S(=O)(=O)c3c(C)[nH]c(=O)[nH]c3=O)C2)c1 (stereo unspecified)	1	2	0	1	1	1	1.1	-4	1	-7
COc1ccc(C2=C(SC)CC2=NC(C)(C)C)cc1	-9	2	6	0.9	1	1	1	-2	1.1	6
CC1CCN(C(C(=O)O)c2ccccc2)CC1 (stereo unspecified)	-5	1	14	0.9	1	1	1	-1	1.1	5
O=C1c2ccccc2C(=O)N1CCC(c1ccccc1)c1ccco1 (stereo unspecified)	-6	13	22	0.8	0.9	1	0.9	0	0.8	5
COCCN(C(=O)c1ccco1)c1nnc(-c2ccc(OC)c(OC)c2)s1	-6	21	7	0.9	0.8	1.1	0.9	-6	0.9	0
O=C(COC(=O)Cc1cccc2ccccc12)Nc1ccccc1-c1ccccc1	-8	-11	10	0.9	1.1	1	1	-1	0.9	1
O=C(CCc1ccccc1)Nc1cc(C(=O)O)cc(C(=O)O)c1	-6	-10	6	0.9	1.1	1.1	1	-9	1	-7
O=C(NCC1CCCO1)C1CCN(C(=O)c2ccc(Cl)cc2)CC1 (stereo unspecified)	-12	2	-7	1.1	1	1	1	-2	1	-9
O=C(CCCn1c(=S)[nH]c2ccccc2c1=O)N1CCOCC1	-6	8	4	1	0.9	1	1	0	1	-1
CCCCNc1nc(C)c(C(C)=O)cc1C#N	-8	-1	-4	1	1	1	1	1	1	11
Cc1ccc(NCc2nnc(SC(C)C(=O)N/N=C/c3ccc(C)o3)n2-c2ccccc2)cc1 (stereo unspecified)	-3	1	19	0.8	1	1.1	0.9	-6	0.9	5
Cc1cc(C)nc(/N=C(\N)N2CCCCC2)n1	2	-2	10	0.9	1	1	1.1	-4	1.1	-1
O=C(COc1cccc2ccccc12)NNC(=O)c1cnccn1	-184	-7	32	0.7	1.1	1	0.6	-3	0.7	-6
CC12CC(c3ccccc3O1)N(C(=O)c1ccc(Br)o1)C(=O)N2c1ccccc1 (stereo unspecified)	-7	9	12	0.9	0.9	1	1	-3	0.9	-3
COc1cccc(C(=O)CSc2nnc(CNc3nc(-c4ccccc4)cs3)n2C)c1	-8	4	31	0.7	1	1	0.8	-3	0.9	3
COc1ccccc1-n1c(C)nnc1SCC(=O)Nc1cccc(C(C)=O)c1	9	1	11	0.9	1	1	0.9	1	0.9	-2
CC(C)(C)C(=O)NNC(=O)CCCOc1ccc(Cl)cc1Cl	-9	-7	7	0.9	1.1	1	1	-2	1	-8
CCCCN(C(=S)Nc1ccccc1)C1CCS(=O)(=O)C1 (stereo unspecified)	-7	-7	2	1	1.1	1	1	-3	1	2
O=c1cc(CN2CCN(c3cccc(Cl)c3)CC2)c2cc3c(cc2o1)CCCC3	10	19	13	0.9	0.8	1	1.1	1	1	6
NC(=O)c1cc(C(=O)c2cccc(Cl)c2Cl)c[nH]1	-13	11	2	1	0.9	1.1	1	-8	1	13
Cc1ccc(CNC(=O)Cn2cccc2C(=O)c2ccccc2C)cc1	1	-7	12	0.9	1.1	1	0.9	0	1	6
CCc1cc2cccc(C)c2nc1SCC(=O)NNC(=O)c1ccco1	-143	6	10	0.9	0.9	1.1	0.9	-6	0.9	-10
Clc1ccc(/C=N/Nc2ncnc3ccccc23)cc1Cl	-7	-12	5	1	1.1	1	1.1	-3	1.1	36
O=C(Cn1nnc(-c2ccc(Cl)cc2)n1)NC1CC2CCC1C2 (stereo unspecified)	-18	4	20	0.8	1	1.1	1	-8	1	-1
COc1cccc(N2CC(=O)N(c3cccc(OC)c3)CC2=O)c1	-11	8	13	0.9	0.9	1.1	1	-8	1	-6
C[C@H](NC(=O)c1ccc(Cl)cc1)C(=O)NCCc1ccc(S(N)(=O)=O)cc1	-16	14	4	1	0.9	1	1.1	-4	1.1	-9
CCCCC/C=C\C[C@H](O)/C=C/c1cccc(C[C@H](O)CCCCO)n1	-4	-4	13	0.9	1	1	0.9	4	0.9	2
COc1ccc2c(c1)[nH]c1c(=O)n(/N=C/c3ccc(OC)c(COc4ccccn4)c3)cnc12	-4	-17	12	0.9	1.2	1	1	-1	1.1	17
CCOC(=O)c1oc2ccc(CNCCO)c(Cl)c2c1C	-3	7	6	0.9	0.9	1.1	1.1	-10	1	97*
CCc1cc2c(=O)c(-c3cnn(-c4ccccc4)c3)c(C)oc2c(CN2CCCCC2)c1O	8	0	21	0.8	1	1	0.9	-3	1.1	2
CCOC(=O)C1CN(S(=O)(=O)c2ccc(F)cc2)C1	-9	0	2	1	1	1	1.1	-1	1	-3
Cc1cccc(C)c1OCCN1C(=O)NC(C)(c2ccccc2)C1=O (stereo unspecified)	2	6	11	0.9	0.9	1	1	-2	0.9	8
COc1ccccc1/C=N/NC(=O)c1[nH]c(C)c(C(=O)N/N=C/c2ccccc2OC)c1C	-29	42	-4	1	0.6	1	1.1	-2	1	-3
NC(=S)Cc1nc(-c2ccccc2)cs1	-34	4	3	1	1	0.9	1.1	8	1.1	2
CCc1ccc(NC(=O)CN2CCc3ccccc3C2)cc1	-19	-6	15	0.9	1.1	1	1	-5	1	0
Cc1csc(NC(=O)C2CCN(C(=O)CSc3nnc(C)n3Cc3ccccc3)CC2)n1	3	-7	8	0.9	1.1	1	1	-2	1	-5
Cc1cc(C(=O)COc2ccccc2[N+](=O)[O-])c(C)n1-c1cccc(S(=O)(=O)N2CCOCC2)c1	-10	2	20	0.8	1	0.9	0.8	5	0.8	99*
CC1(C)C(=O)OC(C(=O)c2ccc(C(C)(C)C)cc2)C(C)(C)C1=O (stereo unspecified)	-4	-63	12	0.9	1.6	1	0.9	-1	0.9	-2
Cc1cc(C)n(CCOc2nonc2N)n1	3	10	3	1	0.9	1.1	1	-5	1.1	-7
Cc1cc(-c2csc(NC(=O)c3ccc(=O)n(C)n3)n2)c(C)n1CC1CCCO1 (stereo unspecified)	-1	-8	41	0.6	1.1	0.9	1	5	1	5
CC(=O)NC(=S)Nc1ccc(NC(=O)c2cccs2)cc1	-6	-24	18	0.8	1.2	1	1	-1	1	-2
CC(C)N(CC#CCC(O)(c1ccccc1)c1ccccc1)C(C)C	-6	-10	14	0.9	1.1	1.1	1	-6	1	88*
CCOc1ccc(NC(=O)c2ccc3c(SCC(=O)O)c4c(nc3c2)CCCC4)cc1	-21	-10	2	1	1.1	1	1	-4	1.1	16
CCCCCCC1CC(C)(/C(C)=N/NC(N)=O)OC1=O (stereo unspecified)	-7	-3	15	0.8	1	1	1	-3	1	-4
CCOC(=O)c1cnc2nc(NCc3ccc(OCc4ccccc4)cc3)[nH]n2c1=O	-23	24	14	0.9	0.8	1.1	1	-5	0.9	-12
O=C(O)CSc1ncccn1	-21	-33	7	0.9	1.3	1.1	1.1	-6	1.2	-4

4 entries from above, as labelled records:
> CC1(C)C(=O)OC(C(=O)c2ccc(C(C)(C)C)cc2)C(C)(C)C1=O (stereo unspecified)
  TNAP inh no acc: -4 | bIAP inhibitor: -63 | Diaphorase inh: 12 | Diaphorase act: 0.9 | bIAP act: 1.6 | TNAP act hi DEA: 1 | PMI act satM6P: 0.9 | TNAP inh hiacc: -1 | PMI activator: 0.9 | Lmaj promast: -2

> Cc1cc(C)n(CCOc2nonc2N)n1
  TNAP inh no acc: 3 | bIAP inhibitor: 10 | Diaphorase inh: 3 | Diaphorase act: 1 | bIAP act: 0.9 | TNAP act hi DEA: 1.1 | PMI act satM6P: 1 | TNAP inh hiacc: -5 | PMI activator: 1.1 | Lmaj promast: -7

> Cc1cc(-c2csc(NC(=O)c3ccc(=O)n(C)n3)n2)c(C)n1CC1CCCO1 (stereo unspecified)
  TNAP inh no acc: -1 | bIAP inhibitor: -8 | Diaphorase inh: 41 | Diaphorase act: 0.6 | bIAP act: 1.1 | TNAP act hi DEA: 0.9 | PMI act satM6P: 1 | TNAP inh hiacc: 5 | PMI activator: 1 | Lmaj promast: 5

> CC(=O)NC(=S)Nc1ccc(NC(=O)c2cccs2)cc1
  TNAP inh no acc: -6 | bIAP inhibitor: -24 | Diaphorase inh: 18 | Diaphorase act: 0.8 | bIAP act: 1.2 | TNAP act hi DEA: 1 | PMI act satM6P: 1 | TNAP inh hiacc: -1 | PMI activator: 1 | Lmaj promast: -2

An unsorted share of the library (roughly 10% active in at least one column).
